Mtb RmlCD inh = M. tuberculosis RmlC/RmlD inhibition | P9WH09+P9WH11 | RmlC+RmlD coupled enzyme assay, percent inhibition; primary screen in compound mixtures | inhibition, % at 3.6 µM | actives 0.03% (n = 160,000); in the data active = inhibition mostly above about 34%, no sharp cut-off; inconclusive = no clear call, values can overlap the other calls; inactive = mostly below about 22%; note: some results filed as inactive read as strong as hits
Target sequence (P9WH09 whole entry, looked up): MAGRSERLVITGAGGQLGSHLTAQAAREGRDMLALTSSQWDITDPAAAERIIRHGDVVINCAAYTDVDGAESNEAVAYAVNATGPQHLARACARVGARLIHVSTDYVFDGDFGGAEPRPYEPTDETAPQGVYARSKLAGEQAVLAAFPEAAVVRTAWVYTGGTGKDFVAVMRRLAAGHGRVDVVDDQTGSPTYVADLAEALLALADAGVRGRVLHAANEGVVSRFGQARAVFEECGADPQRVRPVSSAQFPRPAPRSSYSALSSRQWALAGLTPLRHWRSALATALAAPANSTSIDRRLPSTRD
Target sequence (P9WH11 whole entry, looked up): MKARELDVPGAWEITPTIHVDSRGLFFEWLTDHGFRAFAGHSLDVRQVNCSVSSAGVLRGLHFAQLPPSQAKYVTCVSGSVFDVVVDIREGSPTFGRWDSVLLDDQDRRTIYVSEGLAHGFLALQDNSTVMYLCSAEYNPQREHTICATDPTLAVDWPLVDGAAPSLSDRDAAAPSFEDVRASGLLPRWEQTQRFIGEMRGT
M. tuberculosis GlmU = inhibition of mycobacterial GlmU enzyme – biochemical, glucosamine-1-phosphate acetyltransferase (AID 1376); M. tuberculosis GlmU acetyltransferase enzyme assay; higher % means a stronger effect; inhibition, %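 (tested at 30 µM in the primary screen)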, or IC50 in µM where a hit was titrated; actives 0.25% (n = 220,000); in the data active = inhibition above about 13%; inconclusive = no clear call, values can overlap the other calls;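 note: 0% = complete reaction with vehicle and 100% = reaction without substrate; strong numbers were not always called active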
Starred values were filed as active, the others as inactive; ? = inconclusive; . = no result given.

A first look:
SMILES	Mtb RmlCD inh	M. tuberculosis GlmU
O=C(Cn1cncn1)N/N=C/c1cc([N+](=O)[O-])ccc1O	-5.5	1.7%
COc1ccc(C(=O)CN2CCN(c3cc(C)nc4ccccc34)CC2)cc1	4.5	3.0%
O=C(NC(=S)NC1CCCCCC1)c1cncc(Br)c1	-4.6	-2.6%
CCCCn1c(C(C)O)nc2ccccc21 (stereo unspecified)	7.9	-0.5%

Main list, from the first entry:
SMILES	Mtb RmlCD inh	M. tuberculosis GlmU
O=C(Cn1cncn1)N/N=C/c1cc([N+](=O)[O-])ccc1O	-5.5	1.7%
COc1ccc(C(=O)CN2CCN(c3cc(C)nc4ccccc34)CC2)cc1	4.5	3.0%
O=C(NC(=S)NC1CCCCCC1)c1cncc(Br)c1	-4.6	-2.6%
CCCCn1c(C(C)O)nc2ccccc21 (stereo unspecified)	7.9	-0.5%
C#CCOCCOCCOCCNc1nc(N2CCN(C(=O)[C@H](CCC(=O)O)n3cc(C(N)Cc4ccc(O)cc4)nn3)CC2)nc(N2CCN(C(=O)[C@H](CCC(=O)O)n3cc(C(N)Cc4ccc(O)cc4)nn3)CC2)n1 (stereo partly specified)	.	0.6%
NC(=O)CNC(=O)C1CCCc2c1[nH]c1ccc(Cl)cc21 (stereo unspecified)	.	-0.5%
CC(=O)NNC(=O)c1sc(=S)n(C)c1C	4.2	1.6%
O=C(CSc1nnc(-c2ccccc2)n1Cc1ccccc1)N1CCOCC1	8.0	2.8%
O=C(Nc1ccccc1C(=O)NCc1cccnc1)c1ccco1	-9.4	0.9%
CC(=O)c1c(N2CCCC2)[nH]c(-c2ccccc2)nc1=S	3.7	1.5%
O=C1Nc2ccccc2/C1=C/c1nc2ccccc2c(=O)n1-c1ccc(O)cc1	-4.5	-0.8%
CCCCN(C)CCC(=O)Nc1ccc2c(c1)CCC2	16.1	-4.2%
CCCCc1ccc(NC(=O)N[C@H](C(=O)O)C(C)CC)cc1 (stereo partly specified)	.	17.9%
COc1ccc(OC)c(C2CC(=O)OC3=C2C(=O)CC(C)(C)C3)c1 (stereo unspecified)	-8.9	0.9%
Cc1cc(C(=O)NCC(c2ccco2)N(C)C)no1 (stereo unspecified)	15.4	3.3%
CON(C)S(=O)(=O)c1ccc2c(c1)NC(=O)C1CCCN21 (stereo unspecified)	.	-2.5%
Cc1noc(C)c1C(=O)N1CCN(S(=O)(=O)c2ccc(F)cc2)CC1	18.8	1.7%
COc1ccc2c(CN3CC=C(c4ccccc4)CC3)cc(=O)oc2c1	-7.3	-2.5%
Cc1ccc(-c2cc(C(=O)Nc3cc(C(=O)O)ccc3C)c3ccccc3n2)cc1	13.7	-0.5%
CCSc1nnc(NC(=O)[C@@H](NC(=O)c2ccc(C(C)(C)C)cc2)C(C)C)s1	.	-3.7%
O=C(Nc1ccc(F)cc1)OC1CN2CCC1CC2 (stereo unspecified)	.	2.8%
COc1ccc(OC)c(/C=N/NC(=O)c2ccc(=O)[nH]n2)c1	.	-4.8%
CCCCCCC(=O)Nc1ccc(Cl)cn1	13.1	3.2%
Cc1ccc(NC(=O)CCC(=O)NNC(=O)NC23CC4CC(CC(C4)C2)C3)cc1C	-14.5	-2.4%
COc1ccc(NC(=S)NC2CC3CCCC(C2)N3C2CC2)cc1 (stereo unspecified)	-4.0	-1.1%
Nc1ccccc1SCc1cc([N+](=O)[O-])cc2c1OCOC2	1.6	1.8%
CCN(CC)CCn1c(NCc2cccc(OC)c2OC)nc2ccccc21	7.9	2.5%
Cc1ccc2c(c1)N(CC(=O)NCC1CCCO1)C(=O)C(C)O2 (stereo unspecified)	.	-0.1%
COc1ccccc1N1CCN(C(=O)c2oc3cc(C)c(C)cc3c2C)CC1	42.4	0.9%
Cc1c(C(=O)c2no[n+]([O-])c2C(=O)c2cnn(C)c2C)cnn1C	.	1.3%
CCS(=O)(=O)Nc1ccc(C2=NN(S(=O)(=O)c3ccc(F)cc3)C(c3ccco3)C2)cc1 (stereo unspecified)	1.7	-1.6%
Cc1ccc(OCC(=O)N/N=C/c2ccncc2)cc1	12.4	.
COC(=O)C(CCSC)NC(=O)Cn1ncc2c(=O)oc3ccccc3c21 (stereo unspecified)	-8.4	-4.4%
O=C(CCN1C(=O)c2ccccc2C1=O)Nc1sc2c(c1C(=O)NCc1ccco1)CCCC2	4.2	-7.5%
COC(=O)C1=C(C)N(c2cccc(C)c2)C(=O)/C1=C\c1cccs1	-2.6	1.8%
Cc1ccc(NC(=O)C2CC(=O)Nc3ncnn32)cc1Cl (stereo unspecified)	.	1.4%
Cc1nnc(NC(=O)c2c(F)cccc2F)s1	-4.2	0.7%
C=CCn1cc(F)c(=O)n(CC=C)c1=O	.	-0.4%
O=C(CCNS(=O)(=O)c1cccs1)Nc1nccs1	.	5.6%
COc1cccc(C2CC(=O)Nc3cc4c(cc32)OCCO4)c1OC(C)C (stereo unspecified)	2.8	-3.2%
CCC(/C=N/NC(=O)c1ccccc1F)CC	2.8	8.8%
COc1ccc(N2Cc3cccc(C(=O)NC(C)CCc4ccco4)c3C2=O)cc1 (stereo unspecified)	21.2	1.5%
CCC(C)NCCCOc1ccc(C)cc1OC (stereo unspecified)	3.0	2.8%
COc1ccccc1CN1C[C@@H]2C[C@@H](C3=Cc4cc(Cl)ccc4OC3)N3CCC[C@@]23C1=O	.	2.2%
c1cncc(-c2nc(NCc3ccc4c(c3)OCO4)c3ccccc3n2)c1	-7.5	4.4%
COc1cccc(N2CCN(C3C4CC5CC(C4)CC3C5)CC2)c1 (stereo unspecified)	.	-0.2%
COc1ccc(NC(C)=O)cc1NC(C)C(=O)Nc1ccccc1F (stereo unspecified)	0.5	-1.0%
CCOC(=O)C1=C(O)/C(=C\c2cc(C)n(-c3ccccc3F)c2C)N=C1C	3.5	-0.7%
CC(C(=O)O)N1C(=O)c2cccc3cccc1c23 (stereo unspecified)	-12.5	-5.4%
O=C(NC(Cc1ccc2c(c1)OCO2)C(=O)N1CCCC1C(=O)O)c1ccccc1 (stereo unspecified)	6.1	8.3%
O=C(CCC1CCCN(Cc2ccc(O)c(Cl)c2)C1)NCc1ccccc1F (stereo unspecified)	-15.3	1.2%
O=C(CSc1nnc(CCc2ccccc2)n1-c1ccc(Cl)cc1)NCc1ccccc1	7.2	.
O=C(CSc1nc2ccc([N+](=O)[O-])cc2[nH]1)c1ccc2ccccc2c1	97.3	-2.6%
CCOC(=O)c1cc2oc(C)cc2n1CC(=O)OC1CCCCC1	-0.3	-4.3%
O=C(CCC1CCCC1)Nc1ccccc1-c1ccccc1	.	5.3%
CCSc1nnc(NC(=O)CSc2nc(C)cc(C)n2)s1	.	2.7%
Cc1ccc(/C=N/NC(=O)Cc2cccs2)o1	.	-3.2%
CCOC(=O)c1c(C)[nH]c(O)c1C=Nc1ccccc1	.	6.2%
CCc1ccccc1NC(=O)Nc1cccs1	-10.0	0.2%
COc1ccc(CCNC(=O)COc2ccc(-c3ccc(C)cc3)cc2)cc1OC	-1.2	-3.4%

New compounds follow.
SMILES	Mtb RmlCD inh	M. tuberculosis GlmU
CC(=O)c1cccc(NC(=O)COC(=O)CCc2ccc(S(=O)(=O)N3CCOCC3)cc2)c1	.	-2.0%
Cc1ccc(C)c(-n2cc(CNC(C)Cn3cncn3)c(-c3ccccc3)n2)c1 (stereo unspecified)	.	4.0%
COc1ccc(-c2noc(CCC(=O)N3CCC(C)CC3)n2)cc1	-2.5	0.8%
O=C(NCc1ccccn1)c1cc(-c2ccccc2)on1	8.9	0.7%
CCNC(=O)CC1C(=O)N(c2ccc(F)cc2)C(=O)N1CCc1sccc1C (stereo unspecified)	-22.2	1.0%
CCN(CC)S(=O)(=O)c1ccc(C(=O)OCn2c(SC)nnc(C)c2=O)cc1	2.4	2.6%
Cc1ccc(OCC(=O)N2CCN(S(=O)(=O)c3ccc(Cl)cc3)CC2)c([N+](=O)[O-])n1	-7.8	1.5%
CN(C)c1ccc(/C=N/n2c(-c3ccccc3Br)n[nH]c2=S)cc1	-7.7	-0.3%
Cc1cc(C)cc(NC(=O)C(c2ccccc2)N2CCCC2)c1 (stereo unspecified)	-3.8	-4.4%
O=S(=O)(c1ccccc1)N1CCN(c2ccnc3cc(Cl)ccc23)CC1	11.9	-1.0%
CN(C)Cc1cc(C(C)(C)c2cc(CN(C)C)c(O)c(CN(C)C)c2)cc(CN(C)C)c1O	-0.6	-3.2%
Clc1ccc(CNC23CN4CN(CN(C4)C2)C3)c(Cl)c1	3.6	5.2%
c1coc(-c2nc3c([nH]2)CCc2nonc2-3)c1	.	4.2%
COc1ccc(/C=C/C(=O)NCCc2ccc(OC)c(OC)c2)cc1	.	-1.7%
CC(C)NC(=O)CN(C)S(=O)(=O)c1ccc(F)cc1	-8.0	0.3%
COCCNc1nc2c(c(=O)n(C)c(=O)n2C)n1Cc1cccc(C(F)(F)F)c1	3.7	0.3%
OCc1nc2ccccc2n1CC(O)COc1ccccc1 (stereo unspecified)	61.6	8.4%
CCN(Cc1ccccc1)C(=O)Cn1c(=O)oc2ccccc21	6.9	7.5%
CCN(CC)C(=O)CSc1nc(N)c(C#N)c(-c2cccs2)c1C#N	.	4.3%
COc1ccc(-c2cc(-c3cccnc3)c(C#N)c(N)n2)cc1	-8.3	-3.2%
O=C(CSc1nnc(CNc2ccc(F)cc2)n1Cc1ccco1)N1CCCC1	-11.7	-0.5%
Cc1ccc(N(CC(=O)N/N=C/c2cccnc2)S(=O)(=O)c2ccccc2)cc1	-9.9	-5.3%
CCCCCc1nnc(N)s1	.	-0.4%
CC1=C(C(=O)OCC2CCCO2)C(c2ccc(C)o2)C2=C(CC(c3ccc(N(C)C)cc3)CC2=O)N1 (stereo unspecified)	-12.7	3.3%
Cc1cccc(NC(=S)N(CCN(C)C)C(C)c2ccccn2)c1 (stereo unspecified)	12.0	-2.6%
COc1ccc(NC(=O)CN(Cc2ccccc2)S(C)(=O)=O)cc1OC	7.3	1.9%
CSCCC(NS(=O)(=O)c1ccc2c(c1)c(=O)n(C)c(=O)n2C)C(=O)NC1CCN(Cc2ccccc2)CC1 (stereo unspecified)	.	2.0%
CCCC12CN3CCN(CC(C3)/C1=N\NC(=O)c1ccccc1Cl)C2	.	-1.6%
COc1ccccc1C1(O)CCN(C(=O)c2cccs2)CC1	0.3	.
COc1ccc(-c2nc(CCNC(=O)c3cccs3)cs2)cc1	-8.2	-4.1%
CC(/C=N/NC(=O)CN1CCN(Cc2ccc(Cl)cc2)CC1)=C\c1ccco1	6.2	-1.9%
COc1ccccc1OCC#CCN1CCOCC1	.	-1.5%
C/C(CCC1CC(C)OC1=O)=N\NC(N)=S (stereo unspecified)	9.9	-3.9%
COc1ccccc1NC(=O)Nc1ccc(CC#N)cc1	.	-0.6%
CCN(CC)c1ccc(NC(=O)c2ccccc2OCC(=O)OC)cc1	18.9	-0.2%
Cc1ccccc1NC(=S)N1CCN(Cc2ccccc2)CC1	49.3	-3.9%
CCN(CC)S(=O)(=O)c1cccc(-c2nnc(SCC(=O)NC)n2N)c1	-7.8	-3.1%
CCC1=C(OC(=O)N(CC)CC)N2C(=O)OC(=NCC3CC3)[C@]2(Cc2ccccc2)[C@H]2C1=CC[C@H]1C(=O)N(C)C(=O)[C@H]12	.	-4.4%
CCOC(=O)C1=C(C)OC(N)=C(C#N)C1c1cc(C)sc1C (stereo unspecified)	?	2.4%
COc1ccccc1-n1nc(C(=O)NCc2ccco2)c2ccccc2c1=O	-2.4	-4.2%

As entered above:
Result of `COc1ccccc1OCC#CCN1CCOCC1` under M. tuberculosis GlmU: -1.5%
Result of `CCC1=C(OC(=O)N(CC)CC)N2C(=O)OC(=NCC3CC3)[C@]2(Cc2ccccc2)[C@H]2C1=CC[C@H]1C(=O)N(C)C(=O)[C@H]12` under M. tuberculosis GlmU: -4.4%

New compounds follow
SMILES	Mtb RmlCD inh	M. tuberculosis GlmU
CC(C)(C)c1[nH]ncc1[N+](=O)[O-]	-11.2	3.3%
CC(C)(C)NNC(=S)Nc1ccc(S(=O)(=O)N2CCOCC2)cc1	7.8	-6.0%
O=C(O)C1Nc2c(O)cc(Cl)c([N+](=O)[O-])c2C2C=CCC12 (stereo unspecified)	-7.1	65.0%*
O=C(N/N=C/c1ccco1)C1CC1(c1ccccc1)c1ccccc1 (stereo unspecified)	-5.9	-4.7%
CCCS(=O)(=O)c1c(S(=O)(=O)CCC)c2c(N)cccn2c1C(=O)c1ccccc1	-14.1	1.4%
CC(=O)NC(C)C(=O)OCc1ccc(Cl)cc1Cl (stereo unspecified)	3.6	-3.7%
CCOC(=O)c1sc(NC(=O)/C=C/c2cnn(C)c2C)c(C(=O)OC(C)C)c1C	3.6	2.5%
CCOC(=O)c1ccc[n+](C(C)C(=O)c2ccc(-c3ccccc3)cc2)c1 (stereo unspecified)	.	9.6%
COc1ccc(N(CC(=O)Nc2ccccc2C(=O)N2CCOCC2)S(=O)(=O)c2ccc(F)cc2)cc1	3.0	-3.0%
COc1cc(OC)cc(-c2cc3nc(C4CCN(C(=O)OC(C)(C)C)CC4)cc(=O)n3[nH]2)c1	7.9	-1.2%
CN(C)/C=C/c1c(C#N)c(=O)ncn1Cc1ccccc1	6.4	-0.3%
CC1CCCCC1NC(=O)COC(=O)c1ccccc1NC(=O)c1ccco1 (stereo unspecified)	.	-0.5%
Cn1c(C(=O)O)c(CC(=O)Nc2ccc(F)cc2F)c2ccccc21	3.5	-1.9%

Source: PubChem BioAssay (several laboratories)

These rows are one share of the data; the hit share may differ from the screen's.
